# RGS8-Gao = regulators of human RGS8-Galphao interaction | P09471 | multiplexed bead flow cytometry, RGS8-Galphao binding; actives lie on both sides | response (percent of control binding), % at 10 µM | 0.34% of 220,000 active | AID 1423; in the data active = response below about 60% or above about 140%; inactive = in between;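 note: Galphao activated as the GDP aluminium fluoride complex binding bead-coupled RGS8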
# Target sequence (P09471 whole entry, looked up): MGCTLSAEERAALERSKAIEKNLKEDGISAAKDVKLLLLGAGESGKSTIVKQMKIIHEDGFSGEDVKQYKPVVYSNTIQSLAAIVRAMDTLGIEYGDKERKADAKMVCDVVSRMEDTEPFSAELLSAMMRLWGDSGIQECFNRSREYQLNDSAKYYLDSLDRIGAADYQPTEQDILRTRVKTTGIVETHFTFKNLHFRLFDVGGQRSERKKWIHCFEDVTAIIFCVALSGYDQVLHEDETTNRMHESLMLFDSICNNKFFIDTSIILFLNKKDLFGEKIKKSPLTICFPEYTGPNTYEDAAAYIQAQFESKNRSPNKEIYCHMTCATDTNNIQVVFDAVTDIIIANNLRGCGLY
# Bim-Mcl-1 = human Bim-Mcl-1 interaction inhibition | 0.1% of 190,000 active | AID 1009 | Q07820 | Bead-based flow cytometry, Bim peptide-Mcl-1 binding | inhibition, % at 10 µM; in the data active = inhibition above about 40%;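 note: 0% = no compound tracer wells and 100% = peptide blocker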
# Rab2 wt GTP = changes GTP binding to wildtype dog Rab2A, up or down. AID 760. GTP binding activity, % at 10 µM. GST-Rab2 wt beads, Bodipy-GTP binding, flow cytometry. 0.19% of 190,000 active. P61105;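 active = GTP binding activity at least 20 points away from 100%, either lowered or raised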;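 note: 0% = beads with excess unlabeled GTP and 100% = no-compound control corrected for plate trend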
# Pf gamet viab = inhibitors of late stage P. falciparum gametocyte viability. P. falciparum stage V gametocytes, ATP luminescence, 24 h. inhibition, % at 10.9 µM. 0.065% of 150,000 active;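 active = inhibition above the mean plus 3 SD of compounds within the control limits, set per campaign, cut at about 38% in these data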;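 note: 0% = DMSO wells and 100% = medium only without gametocytes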
# Cdc42 wt GTP = modulators (inhibitors or activators) of GTP binding to human Cdc42 wildtype | P60953 | GST-Cdc42 beads, Bodipy-GTP binding, flow cytometry; actives lie on both sides | percent activity (GTP binding), % at 10 µM | 0.2% of 190,000 active | AID 761;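 active = percent activity GTP binding at least 20 points away from the 100% baseline, either down as inhibitor or up as activator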;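 note: median bead fluorescence of bound Bodipy-FL-GTP at 100 nM; 0% = excess unlabeled GTP control and 100% = no compound control; below 100% means less GTP binding so inhibitor and above means activator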
# Target sequence (P60953 whole entry, looked up): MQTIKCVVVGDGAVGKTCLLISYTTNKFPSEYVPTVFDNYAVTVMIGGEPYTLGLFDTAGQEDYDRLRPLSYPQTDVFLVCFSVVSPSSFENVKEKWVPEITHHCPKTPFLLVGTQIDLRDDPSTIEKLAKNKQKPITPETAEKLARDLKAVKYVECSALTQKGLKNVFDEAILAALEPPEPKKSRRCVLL
# Rac1 mut GTP = modulators of GTP binding to human Rac1 activated mutant. P63000. GST-Rac1 activated beads, fluorescent GTP binding, flow cytometry; actives lie on both sides; 100% means binding = to untreated wells. percent activity (GTP binding), % at 10 µM. 0.11% of 190,000 active;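 active = GTP binding at least 20 percentage points away from the 100% baseline, in either direction, so actives lie on both sides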
# Mcl1 Bid PPI = disrupts binding of human Mcl-1 to Bid peptide; TR-FRET Mcl-1/Bid-Dy647 peptide binding, 1536-well; AID 1021; inhibition, % at 21.7 µM; 0.97% of 220,000 active;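 active = compounds that cut the binding signal by more than half at the single screening dose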;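 note: His-tagged Mcl-1 with europium anti-His antibody binding Bid BH3 peptide; 0% = Mcl-1 plus peptide wells and 100% = peptide-only wells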
# HRas wt GTP bind = modulators of GTP binding to human HRas wildtype; P01112; GST-Ras wt beads, Bodipy-FL-GTP binding, flow cytometry; actives lie on both sides; GTP binding activity, % at 10 µM; 0.14% of 190,000 active;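 active = GTP binding activity at least 20% away from the 100% baseline, either lowered as inhibitor or raised as activator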;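 note: 0% = unlabeled GTP competition control and 100% = no-compound control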
# Target sequence (P01112 whole entry, looked up): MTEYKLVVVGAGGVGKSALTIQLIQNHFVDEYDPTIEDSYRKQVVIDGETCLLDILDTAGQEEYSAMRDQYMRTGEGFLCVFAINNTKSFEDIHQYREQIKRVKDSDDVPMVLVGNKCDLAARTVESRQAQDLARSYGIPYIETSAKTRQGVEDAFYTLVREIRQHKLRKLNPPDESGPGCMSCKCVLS
# Rab7 wt modul = dog Rab7 wildtype GTP binding, inhibitors and activators | GST-Rab7 beads, fluorescent GTP binding, flow cytometry; actives lie on both sides; untreated = 100%, excess cold GTP = 0% | GTP binding activity (percent of control), % at 10 µM | 0.055% of 190,000 active;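 active = fluorescent GTP binding to Rab7 beads changed by at least 20 points from the 100% baseline, either direction, mostly lower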;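 note: median green fluorescence of bound Bodipy-FL-GTP per Rab7 bead population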
# Rac1 wt modul = human Rac1 wildtype GTP binding, inhibitors and activators; P63000; GST-Rac1 beads, fluorescent GTP binding, flow cytometry; actives lie on both sides; 0 = cold GTP competed, 100 = untreated; GTP binding activity (% of control), % at 10 µM; 0.27% of 190,000 active;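 active = GTP binding activity at least 20 points away from the 100% control level, either lower or higher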
# Mcl1-Noxa inh = Mcl-1/Noxa interaction inhibition; Q07820; TR-FRET Mcl-1/Noxa peptide binding, 2 h; inhibition, % at 21.7 µM; 1.5% of 220,000 active;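 active = compounds that cut the protein-peptide binding signal by more than 50% relative to plate controls in a single-dose test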;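 note: His-tagged Mcl-1 with rhodamine Noxa BH3 peptide and terbium anti-His antibody; 0% = Mcl-1 plus Noxa peptide wells and 100% = peptide-only wells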
# * marks the source's active call; other numbers are inactive results; · = no result given. Outcome played no part in choosing rows (roughly 2.9% active in at least one column).
SMILES,RGS8-Gao,Bim-Mcl-1,Rab2 wt GTP,Pf gamet viab,Cdc42 wt GTP,Rac1 mut GTP,Mcl1 Bid PPI,HRas wt GTP bind,Rab7 wt modul,Rac1 wt modul,Mcl1-Noxa inh
CCOC(=O)COc1ccc2c(c1)c(C(=O)OCC)c(C)n2CC,101,-1,96,5,96,92,24,97,98,93,-4
O=C(Nc1cnccn1)c1cccnc1,101,0,102,·,105,99,0,102,99,104,17
CC(C)(C)OC(=O)N1CCC2(CC1)C(C#N)=C(N)OC1=C2C(=O)CCC1,102,-3,97,17,92,91,-22,98,101,95,47
COc1ccc(C(=O)CSc2nncn2C)cc1,102,-4,101,·,100,98,18,98,99,100,-2
O=C(c1ccccc1NS(=O)(=O)c1cccc(C(F)(F)F)c1)N1CCc2ccccc21,99,-1,96,-5,98,97,47,100,98,99,-30
Cc1ccc(C2C3=C(CCCC3=O)Nc3[nH]c(=S)[nH]c(=O)c32)cc1 (stereo not given),102,-2,92,-14,92,94,-17,94,94,96,12
O=C(NCc1ccccc1)c1ccc(F)c(F)c1,103,0,100,16,102,94,-29,99,104,98,12
CC(=C/c1ccccc1)/C=C1/SC(N2CCOCC2)=NC1=O,100,0,97,·,100,97,64*,99,95,100,40
COc1ccccc1OCC(=O)Nc1ccccc1C(=O)NCc1ccco1,90,0,99,·,104,100,-12,101,99,104,-7
Cc1ccc(C2(O)CN(c3ccccc3C)C3=[N+]2CCS3)cc1 (stereo not given),100,-4,102,·,100,101,0,100,97,102,17
COc1cc(S(=O)(=O)N2CCCCC2)ccc1NC(=O)c1ccccc1Cl,105,-4,102,-18,101,101,2,102,97,104,-19
COc1ccccc1NC(=O)C[n+]1ccccc1,99,0,97,9,99,95,-24,96,93,99,-13
CCOc1cc(N2CCOCC2)c(OCC)cc1NC(=O)Cc1cccc2ccccc12,99,0,97,·,97,95,-40,98,95,93,22
O=C(COC(=O)c1ccc(S(=O)(=O)NCc2ccco2)cc1)NC1CCCCC1,100,0,102,·,103,101,-40,102,103,113,5
Cc1ccc(-n2c(SCC(=O)Nc3ccc4c5c(cccc35)CC4)nc(O)cc2=O)cc1,101,3,93,6,91,91,-102,95,95,92,43
O=C(O)CC(NC(=O)Nc1ccccc1)c1ccc(OC2CCCC2)cc1 (stereo not given),108,2,91,2,87,90,-7,92,88,93,5
COc1cccc(CNS(=O)(=O)c2cn(C)cn2)c1,115,-2,99,13,96,100,-38,97,97,102,2
Cc1cc(N2CCN(c3ccccc3)CC2)nc(N)n1,100,1,101,-4,103,99,-18,102,105,104,6
Cc1ccc(S(=O)(=O)NC(CC(=O)NCC2CCCO2)c2ccccc2)cc1 (stereo not given),101,-4,99,-13,96,99,-25,97,100,103,0
CCN1C(=O)/C(=C\C(=O)c2cccs2)c2cc(Br)ccc21,100,3,96,9,96,91,-3,98,102,97,22
COC(=O)Nc1nnc(Cc2ccc(Cl)cc2)s1,101,0,97,·,97,96,1,98,100,98,8
CCN1CCN(c2cc(C)c3cc(NC(=S)N4CCCCC4)ccc3n2)CC1,101,-5,97,-13,96,96,-74,97,99,100,24
CC(=O)C1=C(O)C(=O)N(c2cc(C(C)(C)C)on2)C1c1ccc(C(C)C)cc1 (stereo not given),99,-2,94,·,95,90,-29,96,96,91,-8
CCOC(=O)CN1N=C(/C=C/c2ccc(OCC)cc2)CCC1=O,99,2,99,-3,98,94,-14,99,101,97,7
C=CCN(CC=C)CCCOc1ccc(Br)cc1Cl,102,1,97,12,96,96,-34,98,95,98,1
CCCSc1nc2c(c(=O)n(C)c(=O)n2C)n1Cc1ccc(C)cc1,102,-4,99,·,96,99,-5,99,99,101,-5
Cc1cccc(NC(=O)C2CC(O)CN2C(=O)OCc2ccccc2)c1 (stereo not given),99,-4,100,·,105,100,-13,104,105,110,0
CCCC(=O)Nc1cccc(-c2nc3ccccc3o2)c1,99,1,99,7,97,95,-18,97,95,95,11
Cc1nn(C)c(C)c1CN(Cc1nc(-c2ccc(F)cc2F)oc1C)C1CC1,103,0,97,-23,100,98,-32,96,99,98,9
C/C(=N\OCC(=O)Nc1cc(C)cc(C)c1)c1ccc2c(c1)OCCO2,99,-2,93,-12,93,94,-6,94,97,93,1

# Next part
SMILES,RGS8-Gao,Bim-Mcl-1,Rab2 wt GTP,Pf gamet viab,Cdc42 wt GTP,Rac1 mut GTP,Mcl1 Bid PPI,HRas wt GTP bind,Rab7 wt modul,Rac1 wt modul,Mcl1-Noxa inh
Cc1cc(C(=O)Nc2nnc(-c3ccccc3)s2)no1,100,-5,98,·,99,97,16,98,102,100,-7
N#CC1=C(N)Oc2n[nH]c(-c3ccccn3)c2C1c1c(F)cccc1Cl (stereo not given),99,1,101,·,99,101,-10,99,97,102,-26
COC(=O)C1=C(C)NC(C)=C(C(=O)OC)C1c1ccc(-c2cc(Cl)ccc2Cl)o1,103,-5,97,5,98,98,0,99,100,100,13
CCOC(=O)c1nnn(-c2ccccc2)c1C,99,-27,101,-39,100,100,-10,102,100,100,-5
COCCCNC(=S)N1CCN(Cc2ccc3c(c2)OCO3)CC1,102,-1,97,-7,99,99,-3,97,101,100,20
COc1ccc(CNC(=O)CCCn2nc(C)c([N+](=O)[O-])c2C)cc1OC,102,-1,98,-1,95,95,-26,95,95,96,9
COCC(=O)N/N=C(\C)CC(=O)Nc1ccccc1C(N)=O,100,3,99,-34,101,100,-16,100,98,102,-6
Cc1cc(=O)oc2cc(NC(=O)C3CCCC3)ccc12,99,-1,94,-9,92,93,3,93,98,99,10
COc1ccc(C)cc1NC(=O)c1cc2ccccc2cc1OCC(=O)NCc1ccco1,100,0,98,·,99,98,29,99,97,103,16
COc1ccc(-c2noc(-c3ccccc3C(=O)Nc3cccnc3)n2)cc1OC,100,4,96,·,103,99,-17,100,98,101,-4
CCNc1nc(-c2cc3ccccc3o2)cs1,100,-4,99,6,99,100,3,100,104,107,37
COc1ccc(NS(=O)(=O)c2ccc(O)c(NC(=O)c3ccc(S(=O)(=O)N4CCCCCC4)cc3)c2)cc1,101,-2,95,·,95,96,-38,99,98,100,33
Cn1c(=O)oc2cc(S(=O)(=O)N3CCCC(C(=O)N4CC=C(c5ccccc5)CC4)C3)ccc21 (stereo not given),102,1,99,·,99,99,-16,100,97,100,-3
Cc1nc2cc(NC(=O)NC(C)(C)C)ccc2n1C,102,0,99,0,100,96,-23,97,95,99,19
CCS(=O)(=O)N1CCN(S(=O)(=O)c2ccccc2[N+](=O)[O-])CC1,102,0,97,12,96,94,-13,98,107,96,8
CCn1c(SCC(=O)C(C)(C)C)nnc1-c1ccccn1,98,-5,91,·,96,92,-13,95,91,91,·
Cn1cccc1Cc1nnc(SCC(=O)N2CCc3ccccc32)n1CCc1ccccc1,100,-1,102,·,106,104,-39,102,102,109,-18
CC1(C)CC(=O)C(C(C2=C(O)CC(C)(C)CC2=O)c2cccs2)C(=O)C1 (stereo not given),98,0,90,·,94,92,-24,95,92,93,24
C/C(=N\O)c1ccc(N2C(=O)C3CC=C(Cl)CC3C2=O)cc1 (stereo not given),100,-4,103,-11,106,101,-6,103,98,105,12
CCCCn1c(-c2ccc(Cl)cc2)nc2c(=O)n(C)c(=O)[nH]c21,96,-1,92,-7,95,93,-29,94,95,91,76*
O=C(CNCc1ccco1)Nc1ccc(N2CCCCCC2)cc1,97,2,101,-51,100,98,-5,97,100,99,35
CCc1cc(C(=O)OC)c(NC(=O)CCCC(=O)O)s1,101,-3,96,·,94,90,-29,101,101,103,-5
O=C1Nc2ccccc2C12OCCO2,97,-1,99,9,104,99,-16,100,97,101,15
COc1ccc(S(=O)(=O)N2CCC(O)(c3ccc(Cl)cc3)CC2)cc1,101,-1,97,6,102,97,4,99,96,98,3
O=C(Cn1nc(-c2cccc([N+](=O)[O-])c2)c2ccccc2c1=O)Nc1cccnc1,88,0,101,-16,99,102,4,100,98,101,23
Cc1ccccc1C(=O)OC1OC(=O)C(Cl)=C1N1CCOCC1 (stereo not given),102,-1,97,·,97,100,-23,101,96,100,4
CC(C)c1ccc(/C=C/c2ccc(=O)n(C)n2)cc1,100,0,96,9,96,94,-30,97,91,94,8
O=C1Nc2ccccc2C(O)(C(=O)NCc2ccc3c(c2)OCO3)N1c1ccc(Cl)c(Cl)c1 (stereo not given),101,0,96,·,97,97,-12,98,97,98,8
O=C(CCCOc1ccccc1)N1CCN(C(=O)c2ccco2)CC1,103,0,104,-1,107,100,-10,104,97,101,7
Cc1ccc(CS(=O)(=O)CCC(=O)NC2CC2)cc1,103,2,92,·,93,93,1,95,93,93,7

# Going on with the list.
SMILES,RGS8-Gao,Bim-Mcl-1,Rab2 wt GTP,Pf gamet viab,Cdc42 wt GTP,Rac1 mut GTP,Mcl1 Bid PPI,HRas wt GTP bind,Rab7 wt modul,Rac1 wt modul,Mcl1-Noxa inh
COc1ccc(CNC(=O)C2CCCN(Cc3nc(-c4cccc(C)c4)oc3C)C2)cc1 (stereo not given),103,-3,100,-20,97,96,-15,99,100,101,-2
C/C(N)=C(/C#N)C(=O)CN1CCCCC1,100,4,96,·,97,96,-39,94,97,101,-16
COc1ccc(/C=N/OC(=O)Nc2ccccc2)cc1[N+](=O)[O-],103,0,97,-5,98,96,-11,101,102,104,18
CC(C)CC(=O)N1CCN(C(=O)c2ccco2)CC1,101,0,96,·,97,94,-10,97,94,101,17
Cc1cc(-n2c(C)cc(C(=O)COc3ccc4ccc(=O)oc4c3)c2C)no1,102,2,102,·,105,102,0,103,102,105,3
O=C(Nc1ccc(-c2nc3ccccc3o2)cc1)c1ccc(N2C(=O)C3C4C=CC(C4)C3C2=O)cc1 (stereo not given),100,6,106,·,106,101,18,104,102,107,10
CCCC(=O)N1CCN(c2ccc(NC(=O)c3ccc(OCC)c([N+](=O)[O-])c3)cc2)CC1,101,2,100,·,100,98,-29,100,101,105,12
CCOC(=O)c1c(NC(=O)CSC(=S)N2CCOCC2)sc(C)c1C,99,-12,99,7,97,100,-59,101,102,101,-3
COc1ccc(C(=O)C2CCCN(Cc3cccn3-c3cccnc3)C2)cc1OC (stereo not given),103,0,96,·,99,95,-24,97,106,100,9
Cc1cccc2c1nc(-c1ccccc1)n1cnnc21,98,5,98,-3,97,96,-5,95,98,98,10
COc1ccc(/C=N\NC(=O)C2=NNC(=O)C2C)cc1 (stereo not given),99,0,100,·,103,97,-47,101,99,99,-11

# Only HRas wt GTP bind, for some of the entries so far:
SMILES | HRas wt GTP bind
CC(C)(C)OC(=O)N1CCC2(CC1)C(C#N)=C(N)OC1=C2C(=O)CCC1 | 98
COc1ccc(C(=O)CSc2nncn2C)cc1 | 98

# Source: PubChem (several laboratories)
